CHRM1 PAM = human M1 muscarinic receptor positive allosteric modulators, primary screen, CHO-K1 cells, Fluo-8 calcium fluorescence, 1536-well; CHO-K1 hM1, ACh EC20; 0% = ACh EC20, 100% = maximal ACh; activation, % at 3 µM; Muscarinic acetylcholine receptor M1 (Homo sapiens), P11229; AID 588819, 2011; actives 0.088% (n = 360,000); in the data active = activation above about 19%, passing the limit was not always enough
Target sequence (P11229 whole entry, looked up): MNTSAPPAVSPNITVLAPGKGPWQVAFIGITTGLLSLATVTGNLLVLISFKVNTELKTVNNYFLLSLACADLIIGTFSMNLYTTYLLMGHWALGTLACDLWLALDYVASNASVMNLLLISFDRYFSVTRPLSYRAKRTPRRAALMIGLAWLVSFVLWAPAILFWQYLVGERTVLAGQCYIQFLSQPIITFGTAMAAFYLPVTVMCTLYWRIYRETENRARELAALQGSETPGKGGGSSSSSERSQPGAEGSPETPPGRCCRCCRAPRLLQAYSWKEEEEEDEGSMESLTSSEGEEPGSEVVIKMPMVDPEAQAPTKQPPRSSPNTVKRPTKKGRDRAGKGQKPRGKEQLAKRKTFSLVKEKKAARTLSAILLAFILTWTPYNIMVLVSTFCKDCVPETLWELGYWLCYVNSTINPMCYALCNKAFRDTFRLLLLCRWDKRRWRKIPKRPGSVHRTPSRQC
TAAR1 agonist = human TAAR1 agonists, primary screen, Fluo-8 calcium fluorescence, CHO RD-HGA16 cells; vehicle wells 0%, saturating PEA agonist 100%; activation, % at 3 µM; AID 624467, 2012; actives 0.99% (n = 360,000);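 active = activation above the mean activation of all test compounds in the run plus 3 SD, cut at about 38% in these data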
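test system = CHO RD-HGA16 cells carrying human TAAR1 plus Gα16 | schedule = 17-24 h seeding, 75 min 37 °C dye, 30 min RT | compound dosing = 3 µM single concentration | control set = DMSO and PEA EC100 | replicates = n 1 | signal = Fluo-8 fluorescence, 5 s baseline then 140 s kinetic read | measure = percent activation vs PEA EC100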
CHRM5 antagonist = human M5 muscarinic receptor antagonists, primary screen, CHO cells, Fluo-8 calcium fluorescence; Muscarinic acetylcholine receptor M5 (Homo sapiens), P08912; CHO-hM5 cells, ACh EC80; actives 0.59% (n = 360,000); AID 624040, 2012; inhibition, % at 3 µM;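 active = inhibition above a per-plate cutoff, the mean of that plate's test compounds plus 3 SD, cut at about 27% in these data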;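 note: 0% = acetylcholine EC80 with DMSO and 100% = DMSO without agonist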
M5 PAM = human M5 muscarinic receptor positive allosteric modulators, primary screen, CHO-K1 cells, Fluo-8 calcium fluorescence | Muscarinic acetylcholine receptor M5 (Homo sapiens), P08912 | CHO-K1 hM5, ACh EC20 PAM; 0% = ACh EC20, 100% = ACh EC100 | activation, % at 3 µM | actives 0.3% (n = 360,000);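 active = activation above the run cutoff, the mean activation of all test compounds plus 3 SD, cut at about 18% in these data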
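Assay system – human M5 receptor in CHO-K1 cells · Read-out – % activation, ACh-normalized · Technique – Fluo-8 calcium fluorescence · Dosing – single-point, 3 µM nominal · Incubation – Fluo-8 loading 80 min at 37 °C plus 30 min room temperature · Repeats – singlicate, one well per test compound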
M5 ag = human M5 muscarinic receptor agonists, primary screen, CHO-K1 cells, Fluo-8 calcium fluorescence; AID 624037, 2012; actives 0.19% (n = 360,000); CHO-K1 hM5 cells; 0% DMSO wells, 100% maximal acetylcholine response; Muscarinic acetylcholine receptor M5 (Homo sapiens), P08912; activation, % at 3 µM;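 active = activation above the run's mean over test compounds plus 3 SD, cut at about 23% in these data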;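 note: signal is peak over basal fluorescence ratio across the kinetic read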
CHRM1 agonist = human M1 muscarinic receptor agonists, primary screen, Fluo-8 calcium fluorescence, CHO-K1 cells, HTS. CHO-K1 hM1, agonist mode; 0% DMSO, 100% acetylcholine EC100. activation, % at 3 µM. actives 0.33% (n = 360,000);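 active = activation above the run's mean compound activation plus 3 SD, cut at about 16% in these data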;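 note: peak over basal fluorescence ratio within a 140 s kinetic read after compound addition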
CHRM4 agonist = human M4 muscarinic receptor agonists, primary screen, CHO-K1 cells, Fluo-8 calcium fluorescence; actives 0.14% (n = 360,000); activation, % at 3 µM; CHO-K1 hM4/Gqi5; vehicle 0%, full acetylcholine response 100%; Muscarinic acetylcholine receptor M4 (Homo sapiens), P08173;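 active = activation above the run mean over all test wells plus 3 SD, cut at about 32% in these data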;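 note: peak over basal fluorescence ratio per well then scaled between controls; 0% = DMSO wells and 100% = acetylcholine at EC100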
Target sequence (P08173 whole entry, looked up): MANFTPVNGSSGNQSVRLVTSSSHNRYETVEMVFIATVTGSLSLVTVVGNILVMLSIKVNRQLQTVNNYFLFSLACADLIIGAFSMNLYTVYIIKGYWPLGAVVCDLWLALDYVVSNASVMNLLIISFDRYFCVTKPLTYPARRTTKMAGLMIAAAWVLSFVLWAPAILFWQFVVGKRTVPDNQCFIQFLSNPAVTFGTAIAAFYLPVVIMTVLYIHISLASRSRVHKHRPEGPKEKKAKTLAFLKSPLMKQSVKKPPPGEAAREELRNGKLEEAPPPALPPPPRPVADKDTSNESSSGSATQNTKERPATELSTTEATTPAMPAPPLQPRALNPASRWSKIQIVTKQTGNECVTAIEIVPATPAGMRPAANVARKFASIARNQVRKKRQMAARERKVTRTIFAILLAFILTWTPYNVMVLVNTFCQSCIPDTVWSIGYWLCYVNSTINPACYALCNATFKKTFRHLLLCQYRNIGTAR
CHRM1 antagonist = human M1 muscarinic receptor antagonists, primary screen, CHO-K1 cells, Fluo-8 calcium fluorescence, 1536-well | Muscarinic acetylcholine receptor M1 (Homo sapiens), P11229 | CHO-K1 hM1, ACh EC80 antagonist | inhibition, % at 3 µM | actives 1.3% (n = 360,000);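 active = percent inhibition above its own plate's cutoff, namely the mean of that plate's compound wells plus 3 SD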;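 note: peak over basal fluorescence ratio during 140 s after agonist addition; 0% = ACh EC80 plus DMSO and 100% = DMSO alone without agonist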
CHRM4 antagonist = human M4 muscarinic receptor antagonists, primary screen, CHO cells, Fluo-8 calcium fluorescence; actives 0.73% (n = 360,000); inhibition, % at 3 µM; AID 624125, 2012; CHO-hM4 cells, ACh EC80;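 active = inhibition above its plate's cutoff, the mean inhibition of sample wells plus 3 SD, cut at about 27% in these data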;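 note: 0% = acetylcholine EC80 with DMSO and 100% = DMSO without agonist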
Numbers without * were called inactive; . = no result given; & = joins results of further samples.

SMILES	CHRM1 PAM	TAAR1 agonist	CHRM5 antagonist	M5 PAM	M5 ag	CHRM1 agonist	CHRM4 agonist	CHRM1 antagonist	CHRM4 antagonist
CCCC(=O)c1ccc(O)cc1O	7	-1	-4	6	0	-1	2	-16	-8
CCCCCCSc1cccc(-c2nc3cc(C)ccn3c2NCc2ccccc2)c1	7	1	8&6	-1&-7	-4&0	2	1&0	-9	-8&-8
COc1ccc(C(=O)NC(=S)N2CCOCC2)cc1OC	6	6	7	-2	3	-2	0	-1	-7
CCC1(CC)NC(=O)N(CC(=O)OCC(=O)c2cc(C)c(C)cc2C)C1=O	10	-1	-7	-1	0	-1	4	-17	-11
COc1ccc(-c2cc(C)no2)cc1S(=O)(=O)Nc1ccc(NC(C)=O)cc1	-3	3	15	-6	-4	-3	0	6	6
CCOC(=O)CC1C(=O)NCCN1Cc1ccc(OC)c(OC)c1 (stereo not drawn)	2	1	1	-2	1	-5	5	-3	3
Cc1nc(S/C(=C/c2ccc(-c3ccc(Cl)cc3)o2)C(=O)O)n[nH]1	10	3	-5	5	4	2	0	-13	2
COc1ccccc1CNC(=O)COC(=O)Cc1c(Cl)cccc1Cl	9	9	-1	2	-4	-11	2	-4	-12
O=C(CN(Cc1ccc2c(c1)OCO2)C(=O)c1cnsn1)NC1CCCC1	-2	6	2	-1	-6	-3	0	3	6
Cc1cc2c(cc1S(=O)(=O)N1CCN(c3cccc(C)c3C)CC1)OCCN2C	1	0	-4	0	-2	-4	0	-3	-7
COc1cccc(C(=O)Nc2ccc(NC(=O)C(C)C)nc2)c1	6	2	8	-3	-2	-2	2	-26	-7
Cc1ccc(C2C(C#N)=C(N)Oc3n[nH]c(-c4ccccc4)c32)o1 (stereo not drawn)	-7	0	10	0	-3	-4	1	15	-8
CC(=O)n1cc(/C=N/NC(=O)c2ccccc2Cl)c2ccccc21	13	.	8	-5	-2	1	4	-12	-6
Cc1[nH]c2ccccc2c1N=Nc1ccccc1F	7	3	4	0	-5	-5	2	-13	-6
O=C(CSC1=Nc2ccccc2C2=NC(Cc3c[nH]c4ccccc34)C(=O)N12)NC1CCCCC1 (stereo not drawn)	10	2	-1	0	-3	-3	1	-5	2
CC(CC(=O)N1CCc2ccccc21)c1ccccc1 (stereo not drawn)	2	0	-19	3	-11	-5	-1	-11	-21
O=C(NC1CCCCC1)c1ccc(CS(=O)(=O)c2ccc(Cl)cc2)o1	3	2	2	1	1	-2	1	-1	-21
Cc1cc(C)n2nc(C(=O)OCC(=O)N3C(C)CCCC3C)nc2n1 (stereo not drawn)	10	0	3	0	1	-2	0	-16	-3
C=CCNc1nc(Cl)nc(Nc2ccc(OC)cc2)n1	0	0	-6	1	-7	-8	-4	2	-1
COc1ccc(C(=O)NCC2CCCO2)cc1OC (stereo not drawn)	0	1	6	0	-4	-2	1	6	-3
Nc1nc(-c2ccc3c(c2)NC(=O)CO3)cs1	9	1	3	-3	-2	-3	0	-6	4
Cc1nc2cc(NCc3ccc(Cl)cc3)ccc2n1C	2	5	7	2	-10	-8	5	-9	-4
CC(C)C(NC(=O)c1ccc(Cl)cc1Cl)C(=O)N1CCN(S(=O)(=O)c2ccccc2)CC1 (stereo not drawn)	0	3	-2	-5	2	-1	1	-3	-9
Cn1c(SCC(=O)c2cccs2)nnc1-c1ccco1	-3	2	-3	-5	2	-4	2	4	5
CN(C)S(=O)(=O)c1ccc(Cl)c(NC(=O)c2ccncc2)c1	9	1	-1	-4	-3	-6	2	-9	-4
O=C(N/N=C/c1cc2ccccc2[nH]1)c1ccccc1Cl	-1	0	6	-2	-2	1	3	6	6
CCCCn1c(SCCN2CCCCC2)nc2c1c(=O)n(C)c(=O)n2C	-1	0	4	-1	-3	-9	0	-6	-8
CCCCNC(=O)[C@H]1C[C@H]1[C@@H](O)[C@H](CO)NC(=O)[C@H](CC(C)C)NC(=O)OC(C)(C)C	6	.	3	4	2	-4	2	-7	-3
CCN1CCN(c2sc(S(=O)(=O)CC)nc2S(=O)(=O)c2ccc(Cl)cc2)CC1	-12	0	-3	-7	-2	-8	6	8	-18
Cc1ccc(Cl)cc1-c1ccc(C=Nc2ccc(N3CCOCC3)cc2)o1	1	0	-4	-4	-1	-6	0	7	7
COc1ccc2c(c1)C(=O)N(c1ccc(C)cc1)C(=O)C2	12	4	-1	-2	-2	-3	0	-7	-4
O=C(NCc1ccccn1)c1cccc(S(=O)(=O)N2CCCCC2)c1	2	2	1	2	3	-2	1	-1	7
CNC(=O)c1c(NC(=O)C2=COCCO2)sc2c1CCCC2	2	-1	15	-2	-5	-5	1	-5	-2
O=C(c1ccc(C(F)(F)F)cc1)N1CCN(S(=O)(=O)c2ccc3c(c2)OCCCO3)CC1	14	-1	14	-5	-2	-1	6	-16	-7
COc1ccc(/C=N/Nc2ccc(C(=O)O)cc2)cc1Br	10	11	0	3	3	-1	1	6	9
Cc1nn(Cc2ccc(Cl)cc2Cl)c(C)c1NC(=O)C1C2CCC(O2)C1C(=O)O (stereo not drawn)	-6	9	11	-13	1	-1	5	13	9
Cc1ccc(Cl)cc1N1CCN(S(=O)(=O)N2CCCCC2)CC1	0	8	-1	-6	-2	-10	-1	-4	0
COc1ccc(S(=O)(=O)N2CCOCC2)cc1NC(=O)c1cc2ccccc2o1	-6	6	2	-5	0	-2	18	7	3
COc1ccc(Cl)cc1NC(=S)Nc1cccc(C)c1	9	3	2	3	-1	2	0	-2	-1
Cc1cccc(-n2ccnc2SCC(=O)N2CCCc3ccccc32)c1C	-1	13	1	-1	-2	-7	3	-6	-1

A draw from above in order of length of the SMILES, smallest number first.
SMILES	CHRM1 PAM	TAAR1 agonist	CHRM5 antagonist	M5 PAM	M5 ag	CHRM1 agonist	CHRM4 agonist	CHRM1 antagonist	CHRM4 antagonist
Cc1nc2cc(NCc3ccc(Cl)cc3)ccc2n1C	2	5	7	2	-10	-8	5	-9	-4
O=C(N/N=C/c1cc2ccccc2[nH]1)c1ccccc1Cl	-1	0	6	-2	-2	1	3	6	6
COc1ccc2c(c1)C(=O)N(c1ccc(C)cc1)C(=O)C2	12	4	-1	-2	-2	-3	0	-7	-4
COc1ccc(S(=O)(=O)N2CCOCC2)cc1NC(=O)c1cc2ccccc2o1	-6	6	2	-5	0	-2	18	7	3
O=C(c1ccc(C(F)(F)F)cc1)N1CCN(S(=O)(=O)c2ccc3c(c2)OCCCO3)CC1	14	-1	14	-5	-2	-1	6	-16	-7
CC(C)C(NC(=O)c1ccc(Cl)cc1Cl)C(=O)N1CCN(S(=O)(=O)c2ccccc2)CC1 (stereo not drawn)	0	3	-2	-5	2	-1	1	-3	-9
CCCCNC(=O)[C@H]1C[C@H]1[C@@H](O)[C@H](CO)NC(=O)[C@H](CC(C)C)NC(=O)OC(C)(C)C	6	.	3	4	2	-4	2	-7	-3

Later entries
SMILES	CHRM1 PAM	TAAR1 agonist	CHRM5 antagonist	M5 PAM	M5 ag	CHRM1 agonist	CHRM4 agonist	CHRM1 antagonist	CHRM4 antagonist
NC(=O)CCCC1=NS(=O)(=O)c2ccccc2N1	2	12	1	3	1	-2	0	-5	-2
Cc1ccc(NC(=O)[C@@H]2CCCN2S(=O)(=O)c2ccccc2F)cc1	2	-1	6	2	3	0	0	-26	3
CCOC(=O)Cn1nc(C)c(NC(=O)c2ccc(Br)o2)c1C	10	2	14	-1	0	-3	0	-10	-23
COc1ccccc1OCC(=O)Nc1cccc(C(=O)N2CCOCC2)c1	-1	3	-1	-3	1	-5	1	1	5
CCOC(=O)Nc1ccc2c(c1)N(C(=O)CCN1CCN(CCO)CC1)c1ccccc1S2	13	-1	-3	4	-2	-4	0	-13	1
CC1=NN(c2ccccc2)C(=O)/C1=C\N(O)c1ccccc1	17	2	11	6	-9	-4	3	-25	-18
O=c1[nH]cnc2c1sc(=S)n2-c1ccccc1	-3	5	1	-1	4	-4	0	5	15
CCC(C)n1cnc2c(c1=O)c1nc3ccccc3nc1n2-c1ccc2c(c1)OCCO2 (stereo not drawn)	16	9	-9	0	3	13	2	6	-8
Cc1ccccc1CC(=O)Nc1cccc(S(=O)(=O)N2CCCC2)c1	0	10	17	0	-5	-6	3	-4	-8
COc1cc(NC(=O)c2ccc3c(c2)OCCO3)ccc1NC(=O)c1ccccc1Cl	3	4	1	-3	-4	-4	6	-3	0
Cc1nn(-c2ccccc2)nc1C(=O)c1c(C)[nH]n(-c2ccccc2)c1=O	7	1	-15	14	6	-3	0	-12	7
CCOc1ccccc1NC(=O)C1CCCN(S(=O)(=O)c2ccc(-n3cnnn3)cc2)C1 (stereo not drawn)	9	10	8	-2	0	-3	1	-10	-3
CCN(C(=O)COc1ccccc1C(=O)NCc1ccccc1)C1CCS(=O)(=O)C1 (stereo not drawn)	1	-1	4	6	0	-3	0	-3	-7
Cc1ccc(NC(=O)Nc2ccc(F)cc2F)c(OC(F)F)c1	3	25	12	-7	-4	-2	3	-9	5
CN1CCN(c2ccc(-c3ccnn3C(=O)Nc3ccccc3)cc2)CC1	12	6	5	-2	-4	-8	1	-7	9
Cc1ccc(CCNC(=O)c2cc(S(=O)(=O)N3CCCC3)cn2C)cc1	1	4	6	-5	-1	-6	3	-5	-4

Only part of the results is shown; rates above refer to the full screens.
